# C-LANA FP: blocks KSHV LANA C-terminal domain binding to DNA; MBP-C-LANA/FAM-LBS DNA binding, fluorescence polarization; inhibition, % at 9 µM; actives 0.078% (n = 340,000); AID 504423;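 active = highest replicate inhibition at or above 60% at 9 µM, even if other replicates fall short; inactive = all replicates below 60% inhibition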;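 note: 0% = neutral control wells and 100% = 4 µM acridine orange control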
# Arr AP2 block: inhibitors of human beta-arrestin and AP2 interaction; AID 504490; inhibition, % at 10 µM; actives 0.31% (n = 340,000); FITC-arrestin peptide / GST-AP2 beads, flow cytometry; AP2 beta2 appendage carries R879A mutation;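 active = inhibition above a set limit, near 3 SD of compounds lacking own fluorescence, cut at about 54% in these data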;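 note: plate controls were DMSO wells for no effect and 5 µM unlabelled arrestin peptide for full effect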
#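 System: GST-tagged AP2 beta2-adaptin appendage (R879A) on 4 µm glutathione beads / Reagent: FITC-arrestin peptide, 50 nM / Detection: HyperCyt-sampled flow cytometry, FL1 channel, ex 488/em 535 nm / Timing: 12 min plus 1 h, RT / Buffer or medium: PBS plus Tween 20 (0.05%) and BSA (0.1%)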
# SR-BI HDL uptake: inhibitors of mouse SR-BI mediated HDL lipid uptake; Q61009; ldlA[mSR-BI] CHO cells, DiI-HDL uptake fluorescence, 3 h; inhibition, % at 12.5 µM; actives 0.96% (n = 320,000);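 active = mean replicate inhibition of at least 70% and a set share of replicates each scoring 70 or more; inconclusive = meets just one of the two criteria; inactive = fails both criteria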;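 note: 0% = median of neutral control wells and 100% = median of positive control wells; values of inactives mirror those of a sister screen read the other way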
# NSD2 HMT inh: blocks human histone methyltransferase NSD2; O96028; NSD2 peptide methylation, AlphaScreen, 120 min; inhibition, % at 12.5 µM; actives 0.54% (n = 310,000); in the data active = inhibition above about 50%
# SR-BI uptake up: activators of SR-BI mediated HDL lipid uptake; CHO ldlA[mSR-BI] cells, DiI-HDL uptake fluorescence, 3 h; 100 = double the neutral-control signal; activation, % at 12.5 µM; actives 0.096% (n = 320,000);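 active = mean replicate activation of at least 60% and every replicate at or above 60%; inconclusive = mean or all-replicate condition met, but not both; inactive = mean below 60% and not all replicates reaching 60%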;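 note: 0% = median plate neutral-control signal and 100% = twice that signal; values of inactives mirror those of a sister screen read the other way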
#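 Test system: SR-BI-overexpressing, LDLR-lacking CHO cells. Measured by: DiI fluorescence, bottom read. Medium: Ham's F12 with 0.5% BSA, HEPES 25 mM, pH 7.4. Timing: 3 h uptake period with compound, 37 °C.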
# RTF Ca sens inh: cardiac RTF calcium desensitization; IANBD-labeled cardiac RTF, Ca2+ fluorescence; inhibition, % at 7.15 µM; actives 0.12% (n = 340,000); AID 493244;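 active = inhibition above the mean inhibition of all tested compounds plus 3 SD, cut at about 17% in these data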;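 note: assay run at fixed EC70 calcium of 1.6 mM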
# DAGLB inh: blocks human DAGLB lipase activity. inhibition, % at 5.17 µM. HEK293T DAGLB membrane lysate, EnzChek fluorogenic substrate. Q8NCG7. actives 0.059% (n = 340,000); in the data active = inhibition above about 34%;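 note: 0% = enzyme with vehicle and 100% = wells lacking enzyme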
# Keap1-Nrf2 PPI: inhibitors of human Keap1-Nrf2 protein-protein interaction. Keap1 Kelch-Nrf2 peptide fluorescence polarization, 1536-well. inhibition, % at 9.4 µM. actives 0.15% (n = 340,000). AID 504523; in the data active = inhibition above about 12%; inconclusive = no clear call, values can overlap the other calls; inactive = below about 7.3%;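 note: human Keap1 Kelch domain with fluorescein labeled Nrf2 9mer peptide probe; 0% = neutral control wells and 100% = peptide positive control; higher means more block of Keap1 binding to Nrf2 peptide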
# Target sequence (Q14145 whole entry, looked up, the tested form may be a part): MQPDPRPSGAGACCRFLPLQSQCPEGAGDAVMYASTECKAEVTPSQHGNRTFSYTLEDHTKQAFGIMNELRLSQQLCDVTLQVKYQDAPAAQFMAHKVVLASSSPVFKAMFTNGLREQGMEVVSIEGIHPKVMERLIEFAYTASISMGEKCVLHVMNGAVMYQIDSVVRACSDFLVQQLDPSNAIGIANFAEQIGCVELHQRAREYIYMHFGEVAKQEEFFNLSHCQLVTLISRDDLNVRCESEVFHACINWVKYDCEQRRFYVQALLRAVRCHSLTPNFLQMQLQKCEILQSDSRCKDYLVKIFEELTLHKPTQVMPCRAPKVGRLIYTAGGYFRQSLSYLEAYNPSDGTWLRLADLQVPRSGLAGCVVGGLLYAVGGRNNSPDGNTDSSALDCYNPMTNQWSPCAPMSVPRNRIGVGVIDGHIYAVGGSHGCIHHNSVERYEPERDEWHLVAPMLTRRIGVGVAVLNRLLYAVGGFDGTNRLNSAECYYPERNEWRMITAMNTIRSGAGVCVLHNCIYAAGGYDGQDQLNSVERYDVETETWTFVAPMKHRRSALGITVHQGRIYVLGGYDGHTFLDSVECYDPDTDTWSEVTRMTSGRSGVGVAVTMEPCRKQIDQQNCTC
# PvdQ acylase: P. aeruginosa PvdQ acylase inhibition; purified PvdQ acylase, fluorescence plate reader; inhibition, % at 10 µM; actives 0.063% (n = 340,000); AID 488965; in the data active = inhibition above about 30%, passing the limit was not always enough; inconclusive = no clear call, values can overlap the other calls;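 note: 0% = vehicle neutral wells and 100% = reference inhibitor wells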
# PKA-R2B act: PKA-R2B complex activation; activation, % at 11.4 µM; actives 0.079% (n = 340,000); P22694+P31323; PKA-R2B holoenzyme dissociation, Cy5-IP20 fluorescence polarization; R2B truncated from residue 108, S112A mutant; 0% DMSO only, 100% 113 µM cGMP;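 active = activation above a cutoff set at the mean over all compounds plus 3 SD, cut at about 18% in these data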;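 note: higher means more holoenzyme dissociation and a rise in polarization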
# Target sequence (P31323 whole entry, looked up, other chains not shown, the tested form may be a part): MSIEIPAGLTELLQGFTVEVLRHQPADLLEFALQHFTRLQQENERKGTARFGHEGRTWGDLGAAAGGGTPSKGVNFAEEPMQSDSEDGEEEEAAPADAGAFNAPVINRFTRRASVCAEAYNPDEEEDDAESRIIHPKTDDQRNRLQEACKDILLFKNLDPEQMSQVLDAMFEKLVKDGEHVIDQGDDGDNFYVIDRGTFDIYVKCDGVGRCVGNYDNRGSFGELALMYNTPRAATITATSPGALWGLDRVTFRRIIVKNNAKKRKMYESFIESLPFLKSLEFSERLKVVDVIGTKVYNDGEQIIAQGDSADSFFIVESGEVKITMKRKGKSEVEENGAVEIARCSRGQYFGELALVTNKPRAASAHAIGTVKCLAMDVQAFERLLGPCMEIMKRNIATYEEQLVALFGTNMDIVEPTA
# The depositor's hits bear a star; ? = inconclusive; · = not tested or not shown.
SMILES,C-LANA FP,Arr AP2 block,SR-BI HDL uptake,NSD2 HMT inh,SR-BI uptake up,RTF Ca sens inh,DAGLB inh,Keap1-Nrf2 PPI,PvdQ acylase,PKA-R2B act
CCOc1ccc(C(C)=O)cc1CN1C(=O)c2ccccc2S1(=O)=O,1.3,10,11,0,-11,-2,1,-1,-6,-2
CC(=O)OC1COC(n2ccc3cc([N+](=O)[O-])ccc32)C(OC(C)=O)C1OC(C)=O (stereo not drawn),0.4,5,-159,1,?,-2,-2,-2,-5,-10
CCc1ccc(S(=O)(=O)Nc2c(NC3CCCCC3)c3ccccc3oc2=O)cc1,0.8,-2,14,0,-14,-7,0,1,-3,-2
CCOC(=O)C(c1ccccc1)C(Nc1ccc(F)cc1)c1ccccn1 (stereo not drawn),0.6,33,0,2,0,2,-4,-1,1,-8
CCN(C(=O)Cc1nc(N)n[nH]1)C1(C(=O)Nc2ccccc2)CCCCC1,0.4,-7,-1,1,1,-17,1,-2,-3,-10
Cc1ccc(S(=O)(=O)N(C)C[C@@H]2Oc3ccc(NS(C)(=O)=O)cc3CC(=O)N([C@H](C)CO)C[C@@H]2C)cc1,0.3,·,1,·,-1,9,0,-2,19,-5
Cc1cc(NC(=O)CSc2nnnn2-c2ccc(C)c(C)c2)no1,-0.8,3,8,1,-8,·,·,0,-11,·
Cc1ccc(S(=O)(=O)N2CCC(NC(=O)c3cccc(C)c3)CC2)cc1,-1.0,-15,13,0,-13,1,-2,-5,-9,-14
O=C(Nc1ccc(N2CCN(C(=O)c3ccco3)CC2)c(Cl)c1)c1cccs1,1.0,-5,60,-2,-60,2,1,-5,-9,-4
CCOc1ccc(C(=O)C(C)OC(=O)c2nc(Cl)ccc2Cl)cc1 (stereo not drawn),0.6,-6,0,-3,0,4,-7,0,-11,-6
O=C(Cn1nnc(-c2ccccc2NC(=O)C2CC2)n1)NC1CCCCC1,-1.0,-2,-18,·,18,8,0,-5,8,-9
O=C(NCc1ccccc1)c1cncc(Br)c1,-0.7,-6,2,-3,-2,2,2,-5,-5,-6
Cc1cc(O)ccc1-c1cnc2ccccc2n1,0.8,4,4,2,-4,0,-5,-2,10,-1
O=c1[nH]c(/C=C\c2ccc(O)c(O)c2)nc(O)c1[N+](=O)[O-],-19,8,-26,14,26,-18,1,-3,-21,1
CC(C)Cc1nc(NCCN2CCOCC2)c(C#N)c2c1COC(C)(C)C2,0.1,0,-3,2,6,-3,-1,-7,1,-4
O=C(CNC(=O)c1ccccc1F)N/N=C/c1cn[nH]c1-c1ccccc1,0.2,6,12,-3,-12,-6,0,2,-8,-3
Cc1ccccc1NC(=O)C1CCCN(S(=O)(=O)c2ccc(-n3cnnn3)cc2)C1 (stereo not drawn),-1.2,7,·,-2,·,-11,-2,3,3,-4
COc1ccc(CCNC(=O)CC(=O)N/N=C/c2ccc(Br)cc2)cc1OC,-0.6,20,30,2,-30,4,-1,-1,5,-6
Cc1onc(-c2ccccc2Cl)c1C(=O)N1CCC(C(N)=O)CC1,-0.1,10,·,0,·,2,-3,-4,10,-4
O=S1(=O)CCOC[C@H](Cc2ccccc2)N1Cc1cccc(C(F)(F)F)c1,-2.4,1,3,·,-3,-11,-6,-2,-10,-1
CC1CCN(C(=O)C2CCN(S(=O)(=O)c3cccc4nsnc34)CC2)CC1,-0.6,0,6,-3,-6,-5,-1,-3,-18,3
O=C(CSc1n[nH]c(-c2ccco2)n1)Nc1ccccc1F,-0.7,5,-7,2,7,-4,-1,-1,-20,-7
CC(=O)Nc1cccc(NC(=O)Nc2ccc(C(C)=O)cc2)c1,0.1,-6,5,-13,-5,-2,0,-4,-7,7
Cc1cccc(NC(=O)c2cc(Cl)nc3ccccc23)c1,0.0,-1,35,-2,-35,-11,-2,-8,-16,6
Oc1ccccc1N1CCN(C(=S)NCCc2ccccc2)CC1,0.4,-15,5,-1,-5,7,-3,-3,5,-4
O=C(c1ccccc1OCc1ccccc1Br)N1CCN(c2ncccn2)CC1,-0.9,33,-23,99*,23,-5,-4,-5,-4,1
CCn1c(/N=C/c2ccc(OC)cc2O)nc2ccccc21,0.5,33,-17,0,17,3,-1,4,-1,1
COc1cc(SC)ccc1C(=O)Nc1ccc2c(c1)OCCO2,-0.5,-3,29,-3,-29,-4,-4,3,-10,-9
Cn1c(=O)c2c(nc(NNC(=O)C(F)(F)F)n2C)n(C)c1=O,-0.1,-23,-16,0,16,4,1,5,-13,-3
Cn1c(=O)n(C)c2cc([N+](=O)[O-])c(N3CCN(S(=O)(=O)c4ccccc4)CC3)cc21,-1.8,0,2,7,-2,-4,6,2,-12,-3
NS(=O)(=O)c1ccc(CCNC(=O)COC(=O)COc2cccc(C(F)(F)F)c2)cc1,-1.1,6,-30,-1,30,-3,0,-1,-6,4
CCOc1ccc(C(=O)C[n+]2cccc3cc(C)ccc32)cc1,3.1,-3,-19,27,19,-9,-1,-9,15,-2
C/C(=N\NC(=O)c1c(Br)cnn1C)c1ccc(NC(=O)c2ccc(F)cc2)cc1,-0.7,1,33,0,-33,-15,-3,-2,-12,-8
CCCOc1ccc(C(=O)N(CC(C)C)c2c(N)n(Cc3ccccc3)c(=O)[nH]c2=O)cc1,0.7,0,-5,2,5,-3,3,1,5,-7
CCCCn1c(NCCO)nc2ccccc21,0.3,3,-16,·,16,-2,2,-3,-1,-16
CCOC(=O)N1CCN(C(=O)CN(c2cc(Cl)ccc2OC)S(=O)(=O)c2ccccc2)CC1,-2.0,-10,5,-1,-5,6,1,0,-5,0
Cc1ccc(Nc2c([N+](=O)[O-])c(=O)oc3ccccc23)cc1C,-0.9,10,23,31,-23,-7,1,-4,0,1
COC(=O)CC1C(=O)NCCN1C(=S)NC(=O)C(c1ccccc1)c1ccccc1 (stereo not drawn),0.7,-11,-31,0,31,-16,0,3,-10,-2
Cc1ccnc(NS(=O)(=O)c2ccc(NC(=O)c3ccc(N4C(=O)CCC4=O)cc3)cc2)n1,-0.8,13,-8,1,8,10,1,-3,9,8
CCCc1cc(=O)oc2cc(OCC(=O)NC(Cc3c[nH]c4ccc(O)cc34)C(=O)O)c(Cl)cc12 (stereo not drawn),3.3,6,-3,·,3,5,1,-2,-4,-2
CCOC(=O)N1CCC(NC(=O)CC2C(=O)NCCN2Cc2ccc(C)cc2)CC1 (stereo not drawn),-0.5,7,-2,2,2,-8,0,1,-11,2
COc1cc(OC)c(OC)cc1CN1CCN(Cc2cccn2C)CC1,-1.1,3,-3,5,3,1,2,1,-7,-5
COc1ccc(CS(=O)(=O)CC(C)(O)c2ccc(Cl)cc2)cc1 (stereo not drawn),-1.2,3,-2,-1,2,-12,-1,0,4,2
CCSc1nc(-c2cccs2)nc2ccccc12,0.3,43,16,-6,-16,8,-9,-2,4,3
CC(=O)Nc1ccc(N=NC2C(=O)N(C(N)=S)N=C2C)cc1 (stereo not drawn),-1.3,17,8,2,-8,-3,0,-6,15,-2

# Whole records, quoted from the list. Order of values: C-LANA FP, Arr AP2 block, SR-BI HDL uptake, NSD2 HMT inh, SR-BI uptake up, RTF Ca sens inh, DAGLB inh, Keap1-Nrf2 PPI, PvdQ acylase, PKA-R2B act
# COC(=O)CC1C(=O)NCCN1C(=S)NC(=O)C(c1ccccc1)c1ccccc1 (stereo not drawn) as listed: 0.7, -11, -31, 0, 31, -16, 0, 3, -10, -2
# CCCCn1c(NCCO)nc2ccccc21 as listed: 0.3, 3, -16, ·, 16, -2, 2, -3, -1, -16

# (further entries)
SMILES,C-LANA FP,Arr AP2 block,SR-BI HDL uptake,NSD2 HMT inh,SR-BI uptake up,RTF Ca sens inh,DAGLB inh,Keap1-Nrf2 PPI,PvdQ acylase,PKA-R2B act
CCOC(=O)C1=C(c2ccccc2)NC(=O)NC1c1cc(Br)c(O)c(OC)c1 (stereo not drawn),-0.9,-4,-8,1,8,-11,1,-3,8,1
Cc1c(NC(=O)c2cccc(-c3cc4ccccc4oc3=O)c2)cccc1-c1nc2ncccc2o1,0.2,11,69,2,-69,0,0,-9,-17,-2
O=C(COc1ccccc1Cl)NCCc1ccc2c(c1)OCCO2,0.2,-4,-21,0,21,-6,-5,-3,6,-10
CCOc1cc(C)c(S(=O)(=O)Nc2ccc(F)cc2)cc1C,-1.4,-3,-5,-1,5,-2,-11,2,-24,1
CS(=O)(=O)N1CCC(Oc2ccccc2C(=O)N2CCN(CC3CC3)CC2)CC1,-2.0,16,-19,16,19,3,2,-6,-12,0
CCN1CC=C2C(C#N)=C(N)C(C#N)(C#N)C(c3cc(Cl)ccc3Cl)C2C1 (stereo not drawn),29,8,19,4,-19,-38,-2,?,5,-5
COc1ccc(OC)c2sc(NC(=O)C3=COCCO3)nc12,-0.4,-12,21,·,-21,0,1,-6,-16,-3
O=C(N[C@@H](Cc1ccccc1)C(=O)O)c1c(F)c(F)c(F)c(F)c1F,-0.7,·,-19,·,19,1,2,-2,-6,-6
CCOc1ccc(CCNC(=O)CN(C)S(=O)(=O)c2cccs2)cc1OCC,-1.5,-1,-5,2,5,-15,-1,-1,-13,-8
CC1=CC(c2ccc(Cl)cc2)n2ncnc2N1 (stereo not drawn),-0.9,-3,-20,·,20,7,-2,-4,-9,1
O=c1cc(-c2ccc(OCc3ccccc3)cc2)oc2cc(OCc3ccccc3)cc(OCc3ccccc3)c12,0.4,2,-7,·,7,0,-5,-4,-14,0
CS(=O)(=O)N1CCN(c2ccccc2NC(=O)CSc2nnc(-c3ccco3)o2)CC1,1.4,4,9,0,-9,-1,2,-5,-1,-8
CCO[C@@H]1OC(C(=O)O)=C[C@H](c2ccccc2)[C@H]1CCCO,-0.2,-4,5,·,-5,-7,3,2,-2,-15
Cc1ccc(CC2CC(=O)N(c3cc(Cl)ccn3)C2=O)cc1 (stereo not drawn),0.2,-4,-9,0,9,-9,-1,-8,-9,-2
CS(=O)(=O)Nc1ccccc1C(=O)c1ccccc1,2.1,23,6,-5,-6,10,-3,-1,5,4
COc1ccc(OC)c(N(CC(=O)NCC2CCCO2)S(=O)(=O)c2ccccc2)c1 (stereo not drawn),-0.9,14,-5,-5,5,-22,-19,-1,-8,-6
CC1CCN(C(=O)Cn2c(SCC(=O)Nc3nccs3)nc3ccccc32)CC1,1.4,5,12,1,-12,-7,2,7,-5,6
Cc1ccc(CS(=O)Cc2ccc(C(=O)N3CCOCC3)o2)cc1 (stereo not drawn),-0.7,-5,-8,-3,8,0,2,6,-14,-7
CN(C)CCN(C(=O)/C=C/c1cccs1)c1nc2ccc(Br)cc2s1,0.2,-11,10,-2,-10,-2,-1,0,-4,-10
O=C(CSc1nc(-c2ccccc2)nc2ccccc12)Nc1cccc(C(=O)O)c1,0.1,-7,14,-1,-14,·,·,-1,-4,·

# Screening results: PubChem, several laboratories
